IL2 activator = qHTS of IL-2 Activators; IL-2 activation reporter assay, cell-based qHTS; stimulated with anti-CD3/CD4/CD28 beads; in transgenic mouse T cells; activation, % (series mostly up to about 46 µM); hit rate 0.065% among 360,000; AID 652025, 2013; in the data active = activation above about 50%; inconclusive = mostly about 30% to 49%; also: 0% is about no effect
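Unstimulated transgenic mouse T cells preincubated 60 min with compound, then stimulated with anti-CD3/anti-CD4-coated beads plus anti-CD28 for 18 h at 37 degrees C. IL-2 response read as EGFP and DsRed fluorescence by plate cytometry.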
PTHR1 ag = qHTS for PTHR1 Agonists: Primary Screen; Potency, µM (highest dose often 115 µM), for inactives: at the highest dose activation, usual class: activators; HEK293 GP2 PTHR1 cells, GloSensor cAMP luminescence, 1 h; Parathyroid hormone/parathyroid hormone-related peptide receptor (Homo sapiens), Q03431; hit rate 0.075% among 410,000; also: potency is read from the fitted curve at half-maximal effect; nearly all actives have a fitted effect of over 55% in size; some results filed as inactive show a strong effect at the top dose; inactives centre near -15; many of its hits are not listed in these tables
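HEK-293-derived GP2 cells expressing PTHR1 and a GloSensor cAMP reporter, 3,000/well, plated overnight, given luciferin plus IBMX (each 0.5 mM as added) for 1 h at 37 °C, then compound for 1 h at 37 °C. Luminescence was read after 15 min at room temperature.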
PLK1 PBD block = qHTS for Inhibitors of PLK1-PDB (polo-like kinase 1 - polo-box domain): Primary Screen. Serine/threonine-protein kinase PLK1 (Homo sapiens), P53350. Plk1 PBD binding of FITC phosphopeptide, fluorescence polarization. Potency, µM, inactives show max response, negative = inhibition, usual class: inhibitors. hit rate 2.8% among 360,000. AID 720504, 2013; also: potency is read from the fitted curve at half-maximal effect; series mostly up to about 57 µM; % is scaled to controls: 0 for no effect and ±100 for the full control effect; nearly all actives have a fitted effect of over 65% in size
Target sequence (P53350 whole entry, looked up, the tested form may be a part): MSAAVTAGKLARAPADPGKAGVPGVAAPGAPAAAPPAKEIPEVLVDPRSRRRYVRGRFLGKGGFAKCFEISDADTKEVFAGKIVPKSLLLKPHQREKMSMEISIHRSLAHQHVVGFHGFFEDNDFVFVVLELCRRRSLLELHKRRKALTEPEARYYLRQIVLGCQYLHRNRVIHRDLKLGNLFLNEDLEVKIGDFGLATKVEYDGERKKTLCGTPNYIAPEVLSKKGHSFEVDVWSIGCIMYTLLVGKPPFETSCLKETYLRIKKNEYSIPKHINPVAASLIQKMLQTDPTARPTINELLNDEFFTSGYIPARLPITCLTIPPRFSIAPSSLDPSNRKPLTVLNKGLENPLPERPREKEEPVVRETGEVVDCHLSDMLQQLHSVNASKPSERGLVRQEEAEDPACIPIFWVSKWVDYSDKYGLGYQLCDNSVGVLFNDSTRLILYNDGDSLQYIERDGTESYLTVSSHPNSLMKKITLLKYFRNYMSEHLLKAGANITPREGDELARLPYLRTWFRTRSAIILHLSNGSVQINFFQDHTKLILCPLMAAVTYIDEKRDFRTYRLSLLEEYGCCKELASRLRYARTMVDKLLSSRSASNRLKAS
GLP1R cytotox = qHTS of GLP-1 Receptor Inverse Agonists: Cytotox Screen; HEK293 cAMP-luciferase reporter cells, luminescence, 24 h; Potency, µM (highest dose often 38.3 µM), without a hit: top-dose activity change, negative = inhibition, actives largely listed as inhibitors; hit rate 0.13% among 410,000; AID 624418, 2012;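 also: loss of luciferase light is scored as toxicity; potency is read from the fitted curve at half-maximal effect; % is scaled to controls: 0 for no effect and ±100 for the full control effect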
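To flag toxic compounds, the library was rerun on cells for 24 hr at 37 deg C and 5% CO2. Viability-linked luminescence was captured 12 min after adding luciferase detection reagent.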
GLP-1R agonist = qHTS of GLP-1 Receptor Agonists; HEK293 GLP-1R CRE-luciferase, luminescence, 4-6 h; cells express a hypersensitive GLP-1R form; Potency, µM (highest dose often 45.6 µM), inactives show at the top dose activation, actives largely listed as activators; hit rate 0.007% among 380,000; Glucagon-like peptide 1 receptor (Homo sapiens), P43220; also: potency is read from the fitted curve at half-maximal effect; % of control where 0% means no effect
Target sequence (P43220 whole entry, looked up): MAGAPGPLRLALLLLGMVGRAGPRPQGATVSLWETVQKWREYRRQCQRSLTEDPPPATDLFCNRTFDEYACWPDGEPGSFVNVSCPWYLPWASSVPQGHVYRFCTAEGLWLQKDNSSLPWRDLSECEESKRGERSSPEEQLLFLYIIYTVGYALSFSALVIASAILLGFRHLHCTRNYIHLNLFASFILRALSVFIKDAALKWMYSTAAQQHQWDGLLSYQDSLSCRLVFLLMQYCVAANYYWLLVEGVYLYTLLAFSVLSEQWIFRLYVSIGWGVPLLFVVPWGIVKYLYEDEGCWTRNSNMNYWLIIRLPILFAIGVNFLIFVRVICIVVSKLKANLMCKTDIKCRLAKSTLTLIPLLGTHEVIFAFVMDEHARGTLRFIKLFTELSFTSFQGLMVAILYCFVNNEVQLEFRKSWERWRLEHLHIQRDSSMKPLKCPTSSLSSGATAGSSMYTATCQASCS
EPAC1 ag = qHTS for Agonist of cAMP-regulated guanine nucleotide exchange factor 3 (EPAC1): primary screen; Rap guanine nucleotide exchange factor 3 (Homo sapiens), O95398; EPAC1 agonist qHTS, biochemical assay; response scale: 100% = response to 6.5 mM cAMP; Potency, µM (highest dose often 154 µM), for inactives: at the highest dose activation, hits mostly activators; hit rate 0.073% among 360,000; AID 720707, 2013; also: potency is read from the fitted curve at half-maximal effect; nearly all actives have a fitted effect of over 60% in size
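Read-out is the fluorescence drop as BODIPY-GDP leaves Rap1B (480 nm excitation, 540 nm emission), recorded every 5 minutes over 30 minutes. Reactions held 100 nM EPAC1, 250 nM Rap1B–BODIPY-GDP and 50 uM GDP, with 6.5 mM cAMP setting full activation.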
PI5P4K alpha inh = qHTS for Inhibitors of phosphatidylinositol 5-phosphate 4-kinase (PI5P4K) | Phosphatidylinositol 5-phosphate 4-kinase type-2 alpha (Homo sapiens), P48426 | PI5P4Kalpha enzyme, ADP-Glo luminescence, 60 min; active compounds read low | max response, % | hit rate 1.2% among 330,000; active = max response of -50% or lower; inconclusive = between -30% and -50%; inactive = -30% or higher; also: value at the top dose of about 77 µM; % is scaled to controls: 0 for no effect and ±100 for the full control effect
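Controls without substrate or without enzyme flank wells where PI5P4Kalpha converts substrate using 5 microM ATP (final). Incubation lasts 60 minutes at room temperature; ADP formed is read by ADP-Glo luminescence.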
EPAC1 antag = qHTS for Antagonist of cAMP-regulated guanine nucleotide exchange factor 3 (EPAC1): primary screen. Potency, µM (titrated, usually from 115 µM), for inactives: at the top dose activity change, negative = inhibition, actives largely listed as inhibitors. Rap guanine nucleotide exchange factor 3 (Homo sapiens), O95398. AID 720709, 2013. hit rate 0.14% among 360,000. EPAC1 GEF assay, Rap1b-BODIPY-GDP exchange fluorescence;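 also: potency is read from the fitted curve at half-maximal effect; plate controls were vehicle for no effect and positive control for full effect; nearly all actives have a fitted effect of over 50% in size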
GLP-1R inv ag = qHTS of GLP-1 Receptor Inverse Agonists (Inhibition Mode); hit rate 1.6% among 410,000; Glucagon-like peptide 1 receptor (Homo sapiens), P43220; HEK293 GLP-1R CRE-luciferase, luminescence, 24 h; GLP-1R form is constitutively active; Potency, µM (highest dose often 38.3 µM), for inactives: at the top dose activity change, negative = inhibition, most hits filed as inhibitors; AID 624417, 2012; also: potency is read from the fitted curve at half-maximal effect; % is scaled to controls: 0 for no effect and ±100 for the full control effect; nearly all actives have a fitted effect of over 55% in size
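Inverse agonists were sought by their lowering of basal cAMP reporter luciferase output in HEK293 cells stably carrying constitutively active human GLP-1R, after 24 h compound treatment.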
Active calls of the source: *; i = inactive; ? = inconclusive; · = not tested or not shown; [ ] = another dose, or the depositor's remark. Unless noted, calls follow the shape of the dose curve; as a rule, active = well fitted curve in the direction sought with a large enough effect; inconclusive = small, poorly fitted or top-dose-only effect, or another doubt; inactive = no such curve, though single readings can be large; an effect the other way counts as inactive or inconclusive. Some of the compounds tested. The share of hits here may be higher or lower than overall.

SMILES	IL2 activator	PTHR1 ag	PLK1 PBD block	GLP1R cytotox	GLP-1R agonist	EPAC1 ag	PI5P4K alpha inh	EPAC1 antag	GLP-1R inv ag
CC1CCCN(C(=O)c2cc(F)c(F)cc2Cl)C1 (configuration not stated)	-3.5	-5.8%[57.5 µM]	0.0%	3.3%	-14.8%	0.5%	·	14.0%	3.6%
N#C/C(=C\c1c(F)cccc1Cl)c1nn(-c2ccccc2)c(-n2cccc2)c1C#N	2.9	-8.6%	-5.5%	28.8%	5.1%	15.6%	0.4	13.2%	?
COc1cc(/C=N/Nc2ccc(C)cc2)cc(Br)c1O	0.3	-1.8%	29.9µM*	-14.3%	0.8%	-3.0%	9.3	-10.9%	?
Cc1ccc(OCc2nnc(NC(=O)OCC(C)C)s2)cc1	-0.7	-4.8%[57.5 µM]	-2.7%	0.8%	-13.1%	0.0%	6.7	0.0%	0.4%
CCCCOC(=O)C1=C(C)Nc2ncnn2C1c1cccc(OC)c1OC (configuration not stated)	-1.9	i	3.3%	-9.0%	2.7%	-2.9%	-1.0	0.5%	-12.8%
c1ccc(CN2C3=NCCN3c3ccccc32)cc1	-0.1	i	-5.3%	-7.3%	0.2%	2.7%	6.0	-9.4%	-2.2%
COC(=O)N1CCCc2cc(C)ccc21	-2.0	-14.1%	-6.0%	-3.7%	-3.3%	-5.2%	0.2	-4.8%	9.7%
C=CCn1c(SCc2ccc(C(=O)O)cc2)nc2sc(C)c(C)c2c1=O	0.5	0.6%	?	-19.2%	-5.3%	-1.6%	0.7	10.3%	38.7%[activator]
CN1C(=O)C(C)(C)c2cc(S(=O)(=O)N3CCCC(C(=O)NCc4ccc(F)cc4)C3)ccc21 (configuration not stated)	-1.9	-43.7%[inhibitor]	1.3%	5.9%	-0.5%	1.8%	4.4	0.1%	-17.8%
c1ccc(Cn2nnc3c(N4CCCCCC4)ncnc32)cc1	-1.0	-95.5%[inhibitor]	-0.4%	?	19.2%	1.1%	1.1	-8.1%	?
CN(C(=O)CSc1nnc(-c2ccccc2F)n1N)C1CCCCC1	-0.5	i	1.8%	-5.0%	-6.1%	0.7%	3.5	0.3%	0.4%
COc1cccc(C2CC(c3ccc(C)cc3)=NN2C(=O)c2ccccc2F)c1OC (configuration not stated)	-1.1	-20.5%	-3.3%	-23.5%	1.5%	-1.4%	-5.1	-15.9%	?
O=C(Oc1ccccc1C(=S)N1CCOCC1)c1cccc([N+](=O)[O-])c1	0.7	i	?	-5.9%	12.0%	5.0%	-7.8	10.3%	13.1%
COc1ccc(C)cc1NC(=O)CSc1ccc(Cl)cc1	-3.6	-18.4%	-24.7%	-9.6%	22.7%	4.2%	1.7	-9.3%	?
Cc1cc(=O)[nH]c(NN=C2C3CC4CC(C3)CC2C4)n1	2.5	i	-4.4%	0.9%	-3.3%	3.3%	-7.1	25.2%	24.2%
CCC1CCCCN1CCCNC(=O)Cn1nc(-c2ccc(C)cc2)ccc1=O (configuration not stated)	-1.5	-11.2%[57.5 µM]	-1.0%	-9.2%	-3.1%	4.3%	·	13.8%	-4.5%
Cc1ccc(-n2c(C)nnc2SCC(=O)NC2CCCC2)cc1	-4.0	-15.8%	-7.2%	7.6%	1.2%	-3.5%	3.7	-6.3%	13.9%
c1ccc2sc(Cc3nnc4n3CCCCC4)nc2c1	-3.8	-13.0%[57.5 µM]	-3.6%	12.6%	-1.1%	-5.4%	·	5.5%	-0.3%
COc1ccc(-c2[nH]ncc2/C=N/NC(=O)c2ccncc2)c(OC)c1	0.2	i	2.5%	0.8%	-3.1%	-8.8%	3.5	-4.5%	18.7%
O=C(c1ccccc1-c1nc2ccccc2[nH]1)N1CCOCC1	0.3	i	-11.8%	-3.3%	0.2%	10.2%	-5.0	7.1%	17.8%
Cc1ccc(C(=O)NCC(c2ccco2)N2CCc3ccccc32)cc1 (configuration not stated)	-5.7	-7.1%	-4.1%	7.8%	-1.8%	7.9%	8.9	-2.2%	10µM*
CN(c1ccccc1)S(=O)(=O)c1cccc(NC(=O)c2cccc(C#N)c2)c1	-0.7	-92.2%[inhibitor]	-9.8%	-14.1%	12.1%	6.6%	0.8	3.1%	?
O=C(COc1cccc(F)c1)Nc1nc(-c2cccnc2)cs1	-0.1	i	-22.6%	-4.7%	2.7%	5.1%	-5.6	-1.9%	9.9%
CC(=O)N1CC(=O)N(Cc2ccccc2)/C(=C/c2ccccc2)C1=O	-2.5	i	-5.9%	-11.9%	6.6%	-7.3%	-2.5	5.9%	-1.8%
CN1CCN(C(=O)c2ccc(-n3cccn3)nc2)CC1	0.3	i	-23.9%	0.0%	4.2%	-3.6%	2.2	-4.9%	4.2%
Continuation:
SMILES	IL2 activator	PTHR1 ag	PLK1 PBD block	GLP1R cytotox	GLP-1R agonist	EPAC1 ag	PI5P4K alpha inh	EPAC1 antag	GLP-1R inv ag
CCOc1cc(C=O)cc(Br)c1OCC(N)=O	0.4	-1.1%	-5.4%	-10.1%	-1.9%	-4.1%	6.9	-4.0%	-5.8%
CCCCCC(=O)Nc1ccccc1N1CCOCC1	-0.2	-0.3%	-2.5%	-7.0%	0.1%	1.8%	1.1	10.0%	7.4%
Cc1ccc2nc(SCC(=O)N3CCC(Cc4ccccc4)CC3)nc(=O)n2c1	-5.9	-19.8%	-4.7%	-11.0%	24.0%	6.0%	-4.4	3.0%	?
COc1ccc(OC)c(C(=O)c2ccc(C(=O)Nc3ccc4ccccc4c3)cc2)c1	-0.1	-10.6%	-9.8%	-9.4%	-1.9%	6.4%	-12.9	-9.8%	20.7%
O=C(NCC(=O)N1CCN(Cc2ccccc2)CC1)c1ccccc1Cl	0.5	-14.4%	2.2%	-5.9%	-2.2%	-6.2%	0.0	11.4%	3.1%
Cc1cc(C)cc(NC(=O)COC(=O)c2cc(C)oc2C)c1	1.4	5.5%	4.2%	?	5.6%	-9.9%	-5.0	-2.3%	9.3%
O=C1NC(c2cccc(Br)c2)=N/C1=C\c1ccco1	-0.9	i	-10.1%	-15.9%	5.6%	-8.6%	?	0.5%	52.9%[activator]
CSCC[C@H](NC(=O)N1CCn2c1nc1ccccc12)C(=O)NCc1ccco1	4.0	-14.0%	26.7µM*	-1.4%	-5.1%	-2.0%	-1.7	-2.1%	-27.1%
CCC(C(=O)N1CCN(C(=O)c2ccco2)CC1)c1ccccc1 (configuration not stated)	-2.0	i	-11.8%	-2.9%	-11.2%	0.2%	1.4	-20.8%	-23.5%
COc1ccc(/C=C2\CCCC3C2=NN(C(=O)CSc2ncn[nH]2)C3c2ccc(OC)cc2)cc1 (configuration not stated)	-4.2	-7.3%	-0.5%	-27.8%	13.6%	13.2%	-7.8	-9.1%	?
COc1ccccc1C(=O)NCC(=O)NCCSc1ccc(Br)cc1	-0.1	-11.3%	-8.1%	-28.9%	0.5%	-8.5%	0.8	-6.2%	-31.8%
O=C(O)C1CC=CCC1C(=O)N1CCN(c2nc(-c3ccccc3Cl)c3cc(Br)ccc3n2)CC1 (configuration not stated)	-1.8	-20.4%	?	109.0%[activator]	3.0%	17.3%	·	3.7%	-17.2%
O=S(=O)(c1ccc(S(=O)(=O)N(Cc2ccc(F)cc2)C2CCCC2)cc1)N1CCCC1	0.0	i	-7.7%	8.8%	-19.1%	8.2%	0.8	14.2%	-26.1%
Cc1cc(C)n(C(=O)c2ccc(S(=O)(=O)N3CCCC3)cc2)n1	-0.9	i	-2.0%	7.6%	-5.1%	5.3%	-6.5	-4.9%	13.2%
CC(C)(C)C(CN1CCCC1)OC(=O)c1ccccc1 (configuration not stated)	-2.4	i	-3.0%	13.9%	8.7%	3.8%	11.7	5.2%	17.0%
CN(C(=O)COC(=O)CCC(=O)c1ccc(F)cc1)C1CCCCC1	0.2	-8.8%	-2.1%	-2.0%	14.2%	-1.7%	4.7	1.9%	2.7%
CCc1ccc(OC(C)c2nnc(SCC(=O)Nc3ncccc3C)n2C)cc1 (configuration not stated)	-0.8	-78.1%[inhibitor]	-17.7%	1.9%	-1.9%	-7.9%	2.5	4.1%	?
Cc1nc([N+](=O)[O-])cn1CCC#N	0.3	i	9.0%	3.2%	4.2%	4.6%	-0.8	4.4%	20.1%
O=C(/C=C/c1cccc(F)c1)OCC(=O)c1ccc[nH]1	-0.1	-12.8%	-2.6%	3.3%	4.2%	4.6%	?	-1.1%	-17.0%
COc1ccc(C(=O)N(C)C2CCCCC2)cc1S(=O)(=O)N1CCOCC1	2.1	-12.6%	-2.8%	-7.3%	-1.0%	3.8%	0.4	-5.1%	-1.9%
O=C(O)COc1ccccc1/C=N/NC(=O)c1ccc2c(c1)OCCO2	0.0	i	0.0%	-3.3%	4.2%	13.5%	0.6	-23.8%	0.0%
CC1=C(C(=O)N(C)C)CC(CC(=O)NCC2CCCCC2)C(=O)N1CCCN1CCCC1=O (configuration not stated)	-0.9	-19.8%	-9.5%	3.0%	0.2%	10.3%	8.2	-13.4%	-0.4%
CC(COc1ccc(/C=C/c2ccccc2)cc1)[N+](C)(C)C (configuration not stated)	1.6	-20.3%	-3.7%	-2.5%	19.1%	-11.1%	-3.7	7.7%	-23.5%

Compound activity (PubChem BioAssay)
